Rac1 mut GTP: human Rac1 activated mutant GTP binding change; percent activity (GTP binding), % at 10 µM; AID 764; actives 0.11% (n = 190,000); GST-Rac1 activated beads, fluorescent GTP binding, flow cytometry; actives lie on both sides; 100% means binding = to untreated wells;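 active means GTP binding at least 20 percentage points away from the 100% baseline, in either direction, so actives lie on both sides; inconclusive means Compound likely fluorescent itself, or too few beads counted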
HRas wt GTP bind: modulators of GTP binding to human HRas wildtype. GTP binding activity, % at 10 µM. actives 0.14% (n = 190,000). GST-Ras wt beads, Bodipy-FL-GTP binding, flow cytometry; actives lie on both sides. AID 759. P01112;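 active means GTP binding activity at least 20% away from the 100% baseline, either lowered as inhibitor or raised as activator; inconclusive means flagged as likely green fluorescent, judged across all proteins in the well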;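 further: 0% = unlabeled GTP competition control and 100% = no-compound control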
Target sequence (P01112 whole entry, looked up): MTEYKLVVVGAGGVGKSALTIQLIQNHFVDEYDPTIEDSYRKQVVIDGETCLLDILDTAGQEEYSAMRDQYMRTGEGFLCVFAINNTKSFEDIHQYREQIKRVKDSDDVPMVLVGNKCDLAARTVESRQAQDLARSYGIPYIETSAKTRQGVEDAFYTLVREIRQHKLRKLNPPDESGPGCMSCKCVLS
ABCB1 inh: inhibitors of human ABCB1 transporter, ABCG2 counter-screen. AID 1326. inhibition, % at 6.6 µM. P08183. actives 0.067% (n = 190,000). CCRF-Adr cells, JC-1 efflux, flow cytometry; in the data active means inhibition above about 40%;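 further: 0% = vehicle and 100% = reference inhibitor; higher value means more JC-1 retained so stronger ABCB1 efflux block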
Rac1 wt GTP bind: human Rac1 wildtype GTP binding, inhibitors and activators | GST-Rac1 beads, fluorescent GTP binding, flow cytometry; actives lie on both sides; 0 = cold GTP competed, 100 = untreated | GTP binding activity (% of control), % at 10 µM | actives 0.27% (n = 190,000) | P63000;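 active means GTP binding activity at least 20 points away from the 100% control level, either lower or higher; inconclusive means compound flagged as likely green fluorescent, judged across all proteins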
Rab2 wt GTP: changes GTP binding to wildtype dog Rab2A, up or down. P61105. GST-Rab2 wt beads, Bodipy-GTP binding, flow cytometry. GTP binding activity, % at 10 µM. actives 0.19% (n = 190,000). AID 760;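 active means GTP binding activity at least 20 points away from 100%, either lowered or raised; inconclusive means signal likely due to the compound's own green fluorescence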;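 further: 0% = beads with excess unlabeled GTP and 100% = no-compound control corrected for plate trend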
Rab7 wt modul: alters GTP binding to wildtype dog Rab7; GST-Rab7 beads, fluorescent GTP binding, flow cytometry; actives lie on both sides; untreated = 100%, excess cold GTP = 0%; GTP binding activity (percent of control), % at 10 µM; actives 0.055% (n = 190,000); AID 758;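 active means fluorescent GTP binding to Rab7 beads changed by at least 20 points from the 100% baseline, either direction, mostly lower; inconclusive means compound itself probably fluorescent, or too few beads counted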;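 further: median green fluorescence of bound Bodipy-FL-GTP per Rab7 bead population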
GSH fluor: compound fluoresces at 488/530 nm on GSH beads; GSH beads flow cytometry, compound fluorescence 488/530 nm; hits give high values; fluorescence (KMESF) at 10 µM; actives 0.25% (n = 190,000); in the data active means fluorescence above about 89;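 further: glutathione beads carrying GST-tagged Bcl family fusion proteins plus one bare bead set; values are compound well signal with DMSO vehicle wells as background; inactives centre near 16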
ABCG2 block: human ABCG2 inhibition, ABCB1 as counter-screen; IgMXP3 cells, JC-1 efflux, flow cytometry; inhibition, % at 6.6 µM; AID 1325; actives 0.1% (n = 190,000); Q9UNQ0;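 active means inhibition above 80%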;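 further: 0% = DMSO and 100% = nicardipine control wells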
Target sequence (Q9UNQ0 whole entry, looked up): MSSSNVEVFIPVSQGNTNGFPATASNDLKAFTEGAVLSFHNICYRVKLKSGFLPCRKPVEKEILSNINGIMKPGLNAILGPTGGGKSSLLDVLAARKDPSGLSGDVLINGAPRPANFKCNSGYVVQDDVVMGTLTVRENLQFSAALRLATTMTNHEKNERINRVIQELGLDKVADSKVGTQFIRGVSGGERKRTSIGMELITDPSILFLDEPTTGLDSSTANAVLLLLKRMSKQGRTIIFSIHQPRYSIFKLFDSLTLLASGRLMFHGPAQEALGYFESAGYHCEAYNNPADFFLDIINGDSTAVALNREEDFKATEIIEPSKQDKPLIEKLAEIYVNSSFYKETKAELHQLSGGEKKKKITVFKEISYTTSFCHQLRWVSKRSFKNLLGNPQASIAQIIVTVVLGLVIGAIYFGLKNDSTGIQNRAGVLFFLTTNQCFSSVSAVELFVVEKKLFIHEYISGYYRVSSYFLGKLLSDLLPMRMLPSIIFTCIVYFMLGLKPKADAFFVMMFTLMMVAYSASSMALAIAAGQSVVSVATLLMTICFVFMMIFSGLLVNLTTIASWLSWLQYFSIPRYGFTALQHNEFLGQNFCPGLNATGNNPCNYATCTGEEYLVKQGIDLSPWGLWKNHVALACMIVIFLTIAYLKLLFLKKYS
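Incubation: cells with compound and JC-1, 10 min at 25 °C, rotating, no wash / Test system: IgMXP3 (ABCG2) plus far-red-tagged CCRF-Adr (ABCB1) cells / Compound dosing: one concentration, 6.6 µM final / Also added: JC-1 fluorescent substrate / Evaluation: efflux inhibition in percent versus controls / Detection: flow cytometry, 530 nm JC-1 signal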
Avidin bead fluor: compound fluoresces at 488/530 nm on avidin beads | compound fluorescence 488/530 nm, flow cytometry; hits give high values | fluorescence (KMESF) at 10 µM | actives 0.38% (n = 220,000); in the data active means fluorescence above about 47; further: inactives centre near 10
Pf gamet viab: inhibitors of late stage P. falciparum gametocyte viability; inhibition, % at 10.9 µM; actives 0.065% (n = 150,000); P. falciparum stage V gametocytes, ATP luminescence, 24 h;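 active means inhibition above the mean plus 3 SD of compounds within the control limits, set per campaign, cut at about 38% in these data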;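 further: 0% = DMSO wells and 100% = medium only without gametocytes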
Cdc42 wt: modulators (inhibitors or activators) of GTP binding to human Cdc42 wildtype; GST-Cdc42 beads, Bodipy-GTP binding, flow cytometry; actives lie on both sides; actives 0.2% (n = 190,000); percent activity (GTP binding), % at 10 µM;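 active means percent activity GTP binding at least 20 points away from the 100% baseline, either down as inhibitor or up as activator; inconclusive means compound flagged as likely green fluorescent from well-wide comparison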;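 further: median bead fluorescence of bound Bodipy-FL-GTP at 100 nM; 0% = excess unlabeled GTP control and 100% = no compound control; below 100% means less GTP binding so inhibitor and above means activator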
Target sequence (P60953 whole entry, looked up): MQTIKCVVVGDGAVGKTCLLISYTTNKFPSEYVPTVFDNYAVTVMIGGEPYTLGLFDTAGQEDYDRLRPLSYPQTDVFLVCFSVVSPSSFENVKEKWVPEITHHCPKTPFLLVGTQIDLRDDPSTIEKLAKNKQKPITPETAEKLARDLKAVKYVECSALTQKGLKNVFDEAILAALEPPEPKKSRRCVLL
* hit, by the source's call; ? = inconclusive; / = no result given.

canonical_smiles | Cdc42 wt | ABCG2 block | GSH fluor | Avidin bead fluor | Pf gamet viab | HRas wt GTP bind | Rac1 mut GTP | ABCB1 inh | Rab7 wt modul | Rab2 wt GTP | Rac1 wt GTP bind
COc1ccc(NC(=O)C2CCN(C(=O)c3ccccc3)CC2)c(OC)c1 | 100 | 1 | 36 | 6 | -3 | 102 | 98 | 0.6 | 103 | 99 | 104
Cc1cc(NC(=O)CCNS(=O)(=O)c2cc(Br)cnc2N)ccc1Br | 97 | 10 | 12 | 9 | / | 98 | 97 | 1.0 | 98 | 98 | 100
CCCn1c(=O)c2ccccc2n2c(SCCOc3ccc(Cl)cc3)nnc12 | 99 | 3 | 11 | 22 | 9 | 97 | 94 | 0.2 | 96 | 97 | 95
O=C(CN(C(=O)c1csnn1)c1cccc(F)c1)NCc1ccc(F)cc1 | 99 | 3 | 12 | 8 | / | 99 | 96 | 1.2 | 98 | 98 | 100
COc1ccc(N(CCN2C(=O)c3ccccc3C2=O)C(=O)c2cccc([N+](=O)[O-])c2)cc1 | 104 | 48 | 11 | 12 | -11 | 99 | 97 | 3.6 | 101 | 99 | 102
CCOC(=O)c1ccc(N2CCN(c3ccc(F)cc3)CC2)c(NC(=O)Nc2cccc(OC)c2)c1 | 101 | 1 | 7 | 14 | -11 | 98 | 99 | 0.7 | 98 | 96 | 102
CCc1ccc(-c2nc(-c3ccncc3)no2)cc1 | 107 | 4 | 11 | 21 | 3 | 108 | 97 | 0.1 | 104 | 98 | 115
Cc1ccc(OCc2nc(-c3ccc(-n4cccc4)cc3)no2)cc1C | 98 | 0 | 19 | 4 | / | 95 | 98 | 0.0 | 95 | 96 | 100

Two of the compounds above, with values under each structure:
Below each compound – Cdc42 wt | ABCG2 block | GSH fluor | Avidin bead fluor | Pf gamet viab | HRas wt GTP bind | Rac1 mut GTP | ABCB1 inh | Rab7 wt modul | Rab2 wt GTP | Rac1 wt GTP bind
- CCc1ccc(-c2nc(-c3ccncc3)no2)cc1
    107 | 4 | 11 | 21 | 3 | 108 | 97 | 0.1 | 104 | 98 | 115
- CCOC(=O)c1ccc(N2CCN(c3ccc(F)cc3)CC2)c(NC(=O)Nc2cccc(OC)c2)c1
    101 | 1 | 7 | 14 | -11 | 98 | 99 | 0.7 | 98 | 96 | 102

(further entries)
canonical_smiles | Cdc42 wt | ABCG2 block | GSH fluor | Avidin bead fluor | Pf gamet viab | HRas wt GTP bind | Rac1 mut GTP | ABCB1 inh | Rab7 wt modul | Rab2 wt GTP | Rac1 wt GTP bind
NC(=O)CC1NC(=O)c2cc([N+](=O)[O-])cc(I)c2OCCC(C(N)=O)NC(=O)[C@@H]2CCCN2C1=O (stereo partly drawn) | 100 | 1 | 19 | 13 | 20 | 102 | 95 | 0.5 | 103 | 101 | 100
O=[N+]([O-])c1ccc(NCCNS(=O)(=O)c2ccccc2)c(C(F)(F)F)c1 | 101 | 7 | 14 | 10 | -7 | 102 | 99 | 0.7 | 101 | 100 | 105
Cc1ccc(O)c(NC2=C(Cl)C(=O)N(Cc3ccccc3)C2=O)c1 | ? | -1 | 3 | 17 | 15 | ? | ? | -0.4 | ? | ? | ?
Cc1ccc(-n2nc(C)c(Sc3ccccc3[N+](=O)[O-])c2N)cc1 | 99 | 19 | 5 | 2 | -5 | 99 | 100 | 2.8 | 103 | 100 | 105
COc1ccc(Nc2nc(C)nc3c2nnn3Cc2ccccc2)cc1OC | 104 | 1 | 18 | 6 | / | 105 | 100 | 1.2 | 103 | 103 | 104
CCOc1ccc(Br)cc1S(=O)(=O)Nc1ccc(NC(=O)c2ccccc2C)cc1 | 96 | -3 | 8 | 1 | -15 | 101 | 97 | -1.3 | 99 | 100 | 105
Cc1nc(SCC(=O)NCCc2ccccc2)c2oc3ccccc3c2n1 | 107 | 5 | 14 | 32 | / | 105 | 101 | 0.5 | 105 | 107 | 105
CC(=O)Nc1ccc(NC(=S)NC(=O)/C=C/c2ccc(Cl)cc2)cc1 | 101 | 1 | 20 | 8 | 14 | 95 | 92 | -0.5 | 102 | 96 | 97
O=C(N/N=C\c1ccccc1OCc1ccccc1)c1ccco1 | 94 | 5 | 14 | 14 | / | 92 | 93 | 0.6 | 98 | 92 | 84
CN(C(=O)CSc1nnc(-c2cccc(F)c2)n1N)C1CCS(=O)(=O)C1 (stereo not drawn) | 96 | 2 | 15 | 5 | -18 | 97 | 96 | 0.5 | 103 | 97 | 99
CCN(CC)c1ccc(/C=C(\C#N)c2ccccn2)cc1 | 98 | 0 | 10 | 6 | / | 96 | 98 | -1.7 | 100 | 98 | 101
CCOc1cc(/C=N/n2cnnc2)ccc1OC(=O)c1cccc([N+](=O)[O-])c1 | 103 | 9 | 39 | 8 | / | 102 | 99 | 0.2 | 99 | 100 | 102
COc1ccc(-c2nc3cc(C)ccn3c2NCc2ccc3c(c2)OCO3)cc1 | 98 | 5 | 13 | 12 | -2 | 95 | 95 | 1.9 | 96 | 95 | 95
CCC(CC)NC(=O)/C=C/c1ccccc1Cl | 101 | 12 | 3 | 13 | 1 | 99 | 99 | 0.3 | 97 | 99 | 104
CCC(=O)c1ccc(OCC(O)CN(CCc2ccccc2)Cc2ccccc2)cc1 (stereo not drawn) | ? | 7 | 64 | 13 | / | ? | ? | 4.5 | ? | ? | ?
COC(=O)Cc1[nH]n(-c2nc3ccccc3s2)c(=O)c1C(C)=O | 99 | 5 | 33 | 13 | / | 97 | 93 | 1.1 | 96 | 94 | 95
CCc1ccc(OCC(=O)Nc2ncc3c(n2)CC(C)(C)CC3=O)cc1 | 104 | 5 | 16 | 6 | 14 | 99 | 99 | 0.4 | 100 | 101 | 105
COc1ccc(-c2c(C#N)c(N)nc3sc(C(=O)c4ccccc4)c(N)c23)cc1 | 95 | -7 | 14 | 8 | / | 96 | 94 | -1.0 | 95 | 94 | 96
O=C(NCc1n[nH]c(=S)n1-c1ccc(F)cc1)c1ccc(S(=O)(=O)N2CCCC2)cc1 | 107 | -1 | 13 | 14 | / | 106 | 100 | -0.6 | 105 | 104 | 107
O=C(Nc1ccccc1)Nc1ccc(F)cc1F | 93 | 2 | 17 | 6 | -10 | 95 | 96 | -0.2 | 102 | 96 | 93
NC(=O)c1ccsc1NC(=O)c1coc2ccccc2c1=O | 91 | 12 | 9 | 8 | 4 | 94 | 91 | 0.6 | 108 | 95 | 92
Cc1ccc(Cl)cc1N1CCN(C(=O)c2cccc3c(=O)c(C)c(-c4ccccc4)oc23)CC1 | 98 | 5 | 8 | 19 | -2 | 99 | 97 | 1.8 | 96 | 96 | 101
CCOc1ccc(OCC)c(S(=O)(=O)NCc2ccc3c(c2)OCO3)c1 | 101 | 1 | 14 | 5 | / | 96 | 98 | 0.2 | 99 | 99 | 100
CN(C)S(=O)(=O)c1ccc(C(=O)Nc2ccc(S(=O)(=O)NC3=NCCCCC3)cc2)cc1 | 106 | 0 | 18 | 7 | / | 104 | 100 | 0.1 | 98 | 105 | 104
O=C(O)c1cccc(-n2cccc2/C=N/O)c1 | 103 | 0 | 26 | 9 | -33 | 100 | 99 | 0.2 | 96 | 100 | 102
C(=NC12CN3CN(CN(C3)C1)C2)c1ccc2c(c1)OCO2 | 104 | 5 | 24 | 19 | 2 | 100 | 101 | 1.7 | 98 | 102 | 102
CCN(CC)CCCNc1nc(CN2CCOCC2)nc2sc3c(c12)CCC3 | 92 | 2 | 15 | 8 | 3 | 94 | 95 | 0.0 | 96 | 96 | 96
CC/C(=C/c1sc2ccc(C)cc2[n+]1CCCS(=O)(=O)[O-])SC | 96 | 0 | 9 | 9 | 18 | 100 | 97 | -0.4 | 106 | 99 | 103
COc1ccc(C(C(=O)NC2CCCC2)N(CC2CCCO2)C(=O)Cc2cccs2)cc1OC (stereo not drawn) | 97 | 8 | 12 | 13 | / | 100 | 97 | 1.4 | 103 | 99 | 105
CC(C)CSc1nc2c(c(=O)[nH]c(=O)n2C)n1CCc1ccccc1 | 98 | 0 | 48 | 7 | / | 96 | 92 | -0.2 | 90 | 93 | 101
COC(=O)c1[nH]c2cc(OC)c(OC)cc2c1NC(=O)Oc1ccccc1 | 101 | 13 | 25 | 37 | 6 | 100 | 97 | 0.8 | 100 | 99 | 101
Cc1cc(Cl)ccc1OCC(=O)OC(C)C(=O)N(C)C (stereo not drawn) | 100 | -4 | 26 | 33 | 7 | 99 | 99 | -0.6 | 96 | 101 | 111
CC1=CC(C)(C)N(C)C(=O)N1c1ccc(Cl)cc1 | 99 | 1 | 8 | 31 | 5 | 100 | 98 | 0.3 | 96 | 97 | 98
Cc1cc([N+](=O)[O-])cnc1NC(C)c1ccccc1 (stereo not drawn) | 99 | 4 | 53 | 21 | -17 | 101 | 96 | 0.5 | 103 | 100 | 104
CC(=O)C1=C(C)N(Cc2ccco2)C(=O)C1(NC(=O)C1CCCCC1)C(F)(F)F (stereo not drawn) | 106 | 2 | 39 | 10 | / | 104 | 100 | 0.6 | 102 | 101 | 109
COC(=O)c1c(NC(=O)CN2CCCC(C)C2)c2c(C)cccc2n1C (stereo not drawn) | 95 | 2 | 42 | 6 | -47 | 94 | 96 | 0.8 | 96 | 92 | 96
CCN(Cc1ccccc1)C(c1cccs1)c1nnnn1C1CCCCC1 (stereo not drawn) | 96 | 8 | 37 | 1 | / | 97 | 94 | 0.6 | 94 | 97 | 98
CC(C)NS(=O)(=O)c1ccc(OCC(=O)Nc2ccc(F)cc2)cc1 | 101 | 4 | 9 | 6 | 3 | 100 | 100 | 0.3 | 99 | 98 | 102
COc1ccc(OCC(O)Cn2c(=N)n(Cc3ccccc3)c3ccccc32)cc1 (stereo not drawn) | 101 | 0 | 23 | 17 | 21 | 103 | 98 | 0.5 | 102 | 101 | 100
O=C(Nc1cccc(C(F)(F)F)c1)c1cc(-c2ccc(F)cc2)on1 | 103 | 3 | 12 | 9 | -6 | 102 | 102 | 0.1 | 102 | 102 | 111
c1ccc(-c2noc(-c3cccs3)n2)nc1 | 101 | 0 | 14 | 7 | / | 99 | 100 | 0.5 | 97 | 102 | 100
O=C(CSc1nc2ccccc2s1)NCCOc1ccc(Cl)cc1 | 99 | 1 | 8 | 15 | / | 99 | 100 | 0.4 | 100 | 99 | 98
Cc1ccc(N2C(=O)c3ccc(C(=O)N4CCOCC4)cc3C2=O)cc1C | 101 | 39 | 28 | 3 | 5 | 102 | 100 | 24 | 102 | 105 | 108

From PubChem
